CRE Fsk mod: CRE-bla signaling modulation under forskolin stimulation; CHO CRE-bla reporter (cAMP response element driving beta-lactamase), forskolin EC10, beta-lactamase ratio; Potency, µM (top dose mostly 38.2 µM), for the others: at the highest dose activity change, negative = inhibition, hits mostly activators; 71,000 compounds, 2.5% hits; active = well fitted activation curve with a large enough effect in the signal ratio, with a control signal flat, not every such curve was filed as active; inconclusive = small, poorly fitted or top-dose-only effect, or effect the other way, or a change in a side signal; the % refers to the signal ratio; also: potency is read from the fitted curve at half-maximal effect; % of control where 0% means no effect
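CRE-bla CHO reporter cells treated with compound titration plus EC10 NKH 477 (water-soluble forskolin), incubated 3 h at 37 °C; CCF4 loading 2 h at room temperature, 460/530 nm emission ratio read, AC50 values derived for positive or negative modulators.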
HBB splicing: modulators of hemoglobin beta chain splicing. HBB splicing reporter cell assay, activation; EGFP reporter with mutant IVS2-654 intron; response scale: normalised to 500 nM splice-correcting PNA. Potency, µM (series often up to 46.1 µM), for inactives: top-dose activation, usual class: activators. 65,000 compounds, 0.06% hits; also: potency is read from the fitted curve at half-maximal effect; 0% is about no effect
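Compounds were applied for 2 days to HeLa EGFP-654 cells, 500/well in Optimem with 2% FCS. The reporter's EGFP is disrupted by mis-splicing of beta-globin intron IVS2-654. Readout: summed well GFP fluorescence from 488 nm laser scanning; reference was 500 nM antisense […] 654 PNA.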
ALOX15 inhib: inhibitors of human 15-lipoxygenase (ALOX15). P16050. purified 15hLO-1, xylenol orange hydroperoxide absorbance. Potency, µM (series often up to 57.1 µM), for the others: at the top dose activity change, negative = inhibition, hits mostly inhibitors. 74,000 compounds, 1.4% hits; also: potency is read from the fitted curve at half-maximal effect; % is scaled to controls: 0 for no effect and ±100 for the full control effect; nearly all actives have a fitted effect of over 55% in size
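40 nM 15hLO-1 + cpd, 15 min RT; start w/ 50 uM AA (final), 6 min RT; stop/detect w/ 200 uM XO + 300 uM Fe(II) in 50 mM H2SO4, 30 min; A573/A405. Buffer 25 mM Hepes pH 7.5, 0.01% Triton X-100. No-enzyme wells as negative control.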
Hsp90 Hop PPI: changes Hsp90-Hop TPR2A binding signal, up or down; AlphaScreen TPR2A-His6 binding biotin-Hsp90 C-terminal peptide; Potency, µM (series often up to 57 µM), for the others: at the highest dose activity change, negative = inhibition; 71,000 compounds, 0.44% hits; active = well fitted curve in either direction with a large enough effect; inconclusive = small, poorly fitted or top-dose-only effect, or another doubt; also: potency is read from the fitted curve at half-maximal effect; % is scaled to controls: 0 for no effect and ±100 for the full control effect; many of its hits are not listed in these tables
ERK AVP inh: inhibitors of vasopressin-stimulated ERK signaling pathway | Potency, µM (titrated, usually from 57.5 µM), for the others: top-dose activity, negative = inhibition, most hits filed as inhibitors | HEK293-V1b, vasopressin-stimulated pERK AlphaScreen | 72,000 compounds, 0.99% hits; also: potency is read from the fitted curve at half-maximal effect; % is scaled to controls: 0 for no effect and ±100 for the full control effect; nearly all actives have a fitted effect of over 55% in size
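Phosphorylated ERK1/2 detected via AlphaScreen bead proximity in lysates of V1b-expressing HEK293 cells given 25 nM vasopressin for 5 min after 30 min compound exposure (37 °C). AC50 from Hill equation; basal DMSO 0%, vasopressin 100%.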
Ub-GFP proteasome: inhibits proteasome, raising ubiquitin-GFP reporter fluorescence; Ubiquitin-GFP reporter cells, proteasome inhibition, GFP fluorescence; response scale: untreated = 0%, 10 µM MG-132 = 100%; Potency, µM (highest dose often 45.9 µM), without a hit: top-dose activation (GFP accumulation), usual class: activators; 67,000 tested, under 10 active; active = well fitted activation curve with a large enough effect, not every such curve was filed as active; inconclusive = small, poorly fitted or top-dose-only effect, or another doubt; inactive = no such curve, though single readings can be large or run the other way; also: potency is read from the fitted curve at half-maximal effect
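Proteasome block read as GFP accumulation: ubiquitin(G76V)-GFP U2OS cells exposed to compound (2.9 nM–46 uM) for 4 hr at 37 C. Normalization used untreated cells as 0% and 10 uM MG-132 as 100%; concentration-response curves fitted.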
HADH2 inhib: blocks human hydroxyacyl-CoA dehydrogenase type II | Q99714 | recombinant HADH2, NADH fluorescence, beta-hydroxybutyryl-CoA | Potency, µM (titrated, usually from 57.1 µM), for the others: at the highest dose activity change, negative = inhibition, actives largely listed as inhibitors | 73,000 compounds, 3.4% hits; also: potency is read from the fitted curve at half-maximal effect; % is scaled to controls: 0 for no effect and ±100 for the full control effect; nearly all actives have a fitted effect of over 60% in size; many of its hits are not listed in these tables
Target sequence (Q99714 whole entry, looked up, one chain of several): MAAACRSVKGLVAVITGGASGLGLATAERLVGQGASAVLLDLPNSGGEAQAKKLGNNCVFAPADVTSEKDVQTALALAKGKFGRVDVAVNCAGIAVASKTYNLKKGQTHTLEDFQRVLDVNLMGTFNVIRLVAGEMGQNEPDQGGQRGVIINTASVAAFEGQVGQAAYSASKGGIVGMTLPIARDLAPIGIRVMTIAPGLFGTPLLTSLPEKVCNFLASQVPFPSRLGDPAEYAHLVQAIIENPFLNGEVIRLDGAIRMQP
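His-tagged recombinant enzyme from E. coli, 20 nM, preincubated 15 min RT with compound; reaction started with 1 mM NAD+ and 90 uM beta-hydroxybutyryl-CoA in 100 mM Tris-HCl pH 9.0. NADH fluorescence (ex 360/em 450) read over 4 min; last-minus-first difference.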
Pol III holo inh: inhibitors of bacterial DNA polymerase III holoenzyme; reconstituted DNA polymerase III holoenzyme replication, biochemical; 71,000 compounds, 0.25% hits; AID 603; Potency, µM (highest dose often 57.1 µM), for the others: at the highest dose activity change, negative = inhibition; also: potency is read from the fitted curve at half-maximal effect; % is scaled to controls: 0 for no effect and ±100 for the full control effect
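Reconstituted *E. coli* holoenzyme (0.35 nM Pol III, 1 nM beta, 154 nM SSB, 2 nM primase) was preincubated with compound for 15 min at RT. Synthesis on 1.4 nM ssM13Gori ran 35 min, then was stopped with PicoGreen/EDTA and read as dsDNA fluorescence.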
Tau filament bind: binds recombinant human tau filaments; recombinant tau filaments, thioflavin S fluorescence, 15 h; filaments grown with octadecylsulfate alongside compound; Potency, µM (top dose mostly 57.1 µM), without a hit: top-dose activity change, negative = inhibition; 71,000 compounds, 2% hits;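 also: potency is read from the fitted curve at half-maximal effect; % is scaled to controls: 0 for no effect and ±100 for the full control effect; actives lower thioflavin S fluorescence by blocking filaments or displacing dye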
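His-tagged recombinant human tau (exons 2, 3, 10; 1 uM final) fibrillized with 30 uM sodium octadecylsulfate, 15 h at 37 C, in pH 7.4 HEPES buffer with 10 uM thioflavine S and 5 mM DTT. Reduced ThS fluorescence (450/510 nm) marks activity.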
FLuc inh: firefly luciferase inhibition | purified firefly luciferase, luminescence, 8 min | Potency, µM (top dose mostly 57.1 µM), inactives show at the top dose activity change, negative = inhibition, most hits filed as inhibitors | 72,000 compounds, 2.2% hits | AID 411; also: potency is read from the fitted curve at half-maximal effect; % is scaled to controls: 0 for no effect and ±100 for the full control effect; nearly all actives have a fitted effect of over 40% in size
Target sequence (P08659 whole entry, looked up): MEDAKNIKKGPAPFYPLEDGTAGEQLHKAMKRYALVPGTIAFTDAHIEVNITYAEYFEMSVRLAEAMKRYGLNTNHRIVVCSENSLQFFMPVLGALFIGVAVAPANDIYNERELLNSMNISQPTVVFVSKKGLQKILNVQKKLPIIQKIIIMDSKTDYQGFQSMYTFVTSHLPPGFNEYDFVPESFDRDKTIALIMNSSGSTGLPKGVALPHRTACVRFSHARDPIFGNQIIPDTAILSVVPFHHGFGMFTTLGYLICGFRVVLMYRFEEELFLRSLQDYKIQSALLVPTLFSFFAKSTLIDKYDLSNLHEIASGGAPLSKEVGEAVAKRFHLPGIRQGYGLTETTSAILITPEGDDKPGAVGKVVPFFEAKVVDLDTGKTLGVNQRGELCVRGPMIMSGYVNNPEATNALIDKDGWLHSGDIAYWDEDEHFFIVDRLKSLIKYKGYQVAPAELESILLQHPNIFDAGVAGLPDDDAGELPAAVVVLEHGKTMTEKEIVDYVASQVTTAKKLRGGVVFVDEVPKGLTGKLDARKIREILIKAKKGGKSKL
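Titration-based qHTS; buffer 50 mM imidazole pH 7.2, 50 mM KCl, 7 mM MgCl2, 10 uM ATP, 0.01% Tween 20, 0.05% BSA; luciferase/luciferin detector mix added after compound; 8 min, ambient; luminescence.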
Epigenetic mod: epigenetic GFP locus derepression in mouse cells; mouse C127i GFP locus derepression, cytometry, 30 h; Potency, µM (series often up to 46.1 µM), inactives show at the top dose GFP derepression (activation); 68,000 compounds, 0.09% hits; also: % of control where 0% means no effect
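Read-out is the number of GFP-positive cells, scored as fluorescent objects 20 to 120 um wide, reflecting derepression of a silenced CMV-GFP reporter in murine C127i cells after 30 h compound exposure at 37 C.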
Active calls of the source: *; u = inconclusive; x = not tested or not shown; & = joins results of further samples; [ ] = remark or other dose. Unless noted, calls follow the shape of the dose curve; as a rule, active = well fitted curve in the direction sought with a large enough effect; inconclusive = small, poorly fitted or top-dose-only effect, or another doubt; inactive = no such curve, though single readings can be large; an effect the other way counts as inactive or inconclusive.

SMILES	CRE Fsk mod	HBB splicing	ALOX15 inhib	Hsp90 Hop PPI	ERK AVP inh	Ub-GFP proteasome	HADH2 inhib	Pol III holo inh	Tau filament bind	FLuc inh	Epigenetic mod
COc1cccc(C(=O)N2CCN(Cc3cccc(F)c3)CC2)c1	u	3.2%	-6%	-1%	-7%	-4%	10%	4%	0%	-2%	-1%
O=C(CSc1nnc(-c2ccc(Cl)cc2)o1)N1CCN(c2ccccc2)CC1	-6%	-2.4%	-17%	-4%	17%	25%	-16%	-4%	13µM*	-1%	-1%
O=C1NC(c2ccccc2)C(C(=O)c2cccs2)C(O)(C(F)(F)F)N1 (centres undefined)	-2%	0.6%	-5%	0%	0%	-2%	5%	-9%	-9%	-31%	-2%
COc1cc(OC)c(C2CC(=O)N3CN(C)CSC3=C2C#N)cc1OC (centres undefined)	22%	0.0%	u	-8%[2.3 µM]	3%	11%	2.5µM*	1%	-4%	-2%	x
O=C(Nc1ccc(S(=O)(=O)N2CCCCCC2)cc1)c1ccco1	u	-0.1%[0.0738 µM]	-1%[11.4 µM]	-3%[11 µM]	u	5%[9.17 µM]	0%[11.4 µM]	0%[11.4 µM]	11%[11.4 µM]	-6%	-2%
O=C(NC1CCCc2ccccc21)C1CCN(c2c3c(nc4ncnn24)CCC3)CC1 (centres undefined)	5%	-0.4%[57.5 µM]	-16%	-1%	-5%	-2%	8%	4%	-10%	-2%	-3%
CCCOc1nc2c(c(=O)n(C)c(=O)n2C)n1Cc1cccc2ccccc12	u	3.5%[57.5 µM]	-29%	-7%	u	4%	7%	-1%	140%	1%	4%
CCOC(=O)CN(C)Cc1c[nH]c2ccccc12	-13%	-0.9%	-10%	-3%	-11%	-1%	1%	1%	u	-1%	7%
CCOC(=O)Cc1csc(NC(=O)Cc2cccs2)n1	4%[7.6 µM]	-1.1%[0.0738 µM]	-6%[11.4 µM]	-6%[11 µM]	-6%	9%[9.17 µM]	-10%[11.4 µM]	1%[11.4 µM]	-21%[11.4 µM]	-4%	-2%
CCOc1ccc(-c2noc(CCC(N)=O)n2)cc1OCC	u	2.5%[0.369 µM]	5%	-1%	-6%	x	-3%	-13%	-3%	2%	-2%
Cc1ccc(S(=O)(=O)NCC(=O)NC2CCCC2)cc1	-10%	0.4%[0.369 µM]	9%	0%	-23%	x	9%	-9%	2%	-1%	8%
CCCC(=O)Nc1cc(-c2nnc(OC)c3ccccc23)ccc1N1CCOCC1	12%	-0.2%	4%	0%	-11%	3%	6%	1%	2%	2%	0%
CC(C)(C)N1C(=O)[C@H]2[C@H]3[C@H](O)[C@H](O)C/C(=N/OC[C@@H](O)COCc4ccco4)[C@H]3CC[C@@H]2C1=O	x	1.8%[9.22 µM]	5%[11.4 µM]	x	7%[11.5 µM]	x	1%[11.4 µM]	x	x	2%[11.4 µM]	x
O=C(O)[C@H](Cc1ccc(O)c([N+](=O)[O-])c1)N1C(=O)c2ccccc2C1=O	7%[7.6 µM]	-0.8%[9.22 µM]	15%[11.4 µM]	-10%[11 µM]	0%[11.5 µM]	4%[9.17 µM]	1%[11.4 µM]	-9%[11.4 µM]	0%[11.4 µM]	2%[11.4 µM]	-2%[9.22 µM]
COC(=O)c1cccc(S(=O)(=O)N2CCC(NC(=O)Nc3cccc(F)c3)CC2)c1	-2%	x	0%	2%	-17%	1%	1%	2%	30%	2%	6%
COc1cc(-c2nnc(SCc3ccccc3Cl)o2)cc(OC)c1OC	4µM*	-5.9%	-17%	23%	9%	-3%	6%	-6%	15%	1%	1%
COc1ccc(OC)c2[nH]c(=O)c(CCNC(=O)CC(C)C)cc12	u	0.6%	0%	8%	11%	5%	7%	-9%	4%	-1%	-2%
Cc1nc(C)n(CC(O)COc2ccc3c(c2)CCC3)n1 (centres undefined)	6%	0.8%	3%	-5%	-20%	6%	7%	3%	-10%	-3%	4%
Cc1cc(NC(NC(=O)c2ccco2)(C(F)(F)F)C(F)(F)F)no1	9%	-0.5%	3%	-4%	2%	u	20%	-5%	-1%	2%	-3%
CN(Cc1ccco1)c1ccnc(-c2cccnc2)n1	21%	0.4%	-22%	-8%	-16%	1%	-18%	-9%	12%	2%[2.29 µM]	0%[9.22 µM]
COC(=O)C(C)N(C#N)c1nc(C)nc(C)n1 (centres undefined)	u	-1.4%	-15%	-13%	u	-2%	-3%	0%	-14%	3%	9%
CCOC(=O)CSCc1nc(-c2ccc(Cl)cc2)oc1C	8%	-0.1%	-20%	u	45%	-3%	-9%	-5%	26%	-18%	x
Cc1nc2ccc(NC(=O)N3CCOCC3)cc2s1	-1%	-0.2%	6%	0%	-12%	3%	16%	-6%	0%	2%	2%
CC(C)(Oc1ccc(CCNC(=O)c2ccc(Cl)cc2)cc1)C(=O)O	2%[17.1 µM]	0.6%[20.6 µM]	10%	2%[26 µM]	0%	2%[20.5 µM]	9%[25.6 µM]	-5%[25.6 µM]	-6%[25.6 µM]	-5%&-2%[25.5 µM]	-4%&-1%[20.6 µM]
CS(=O)(=O)Nc1cccc(-c2ccc3ncnc(Nc4ccc(F)cc4)c3c2)c1	u	0.5%	-11%	-2%	-5%	-5%	8%	-6%	1%	1%[2.29 µM]	2%[9.22 µM]
CCOCCCNC(=O)c1cn(CC(C)C)c(=O)c2cc(OC)c(OC)cc12	u	0.4%	-2%	-3%	-28%	0%	0%	-8%	3%	2%	3%
CC(=O)Nc1c(OC(C)=O)ccc2c(C)cc(=O)oc12	u	0.7%	3%	1%	-5%	8%	4µM*	-3%	0%	-3%	0%
O=C(c1ccncc1)N1CCC2(CCCN(c3ccncc3)C2)CC1	-3%	6.5%	5%	1%	28%	-3%	5%	-9%	2%	-1%[11.4 µM]	7%[9.22 µM]
O=C(NCc1ccco1)c1ccccc1Nc1ccc(F)cc1	u	-1.5%	-12%	-2%	12%	2%	-9%	-6%	-6%	-3%	1%
CN(C)c1ccc(/C=c2\sc3n(c2=O)CCCN=3)cc1	u	0.5%[57.5 µM]	-8%	-4%	-2%	-2%	-19%	-2%	148%	2.5µM*	0%
CCOc1ccccc1-c1nc(-c2ccc(NC(=O)Cc3ccc(OC)cc3)cc2)no1	u	1.2%	-11%	-1%	22%	-18%	56%[activator]	-7%	97%	1%	-5%
COCCn1c(=O)c(-c2ccc(F)cc2)nc2cnc(Oc3cccc(Cl)c3)nc21	u	0.8%	-9%	-3%	2%	-2%	u	-5%	-8%	1%[11.4 µM]	-3%[9.22 µM]
O=C(NCc1ccc(F)cc1)c1cc(S(=O)(=O)N2CCOCC2)ccc1F	-3%	2.6%[57.5 µM]	-7%	3%	2%	-6%	10%	-3%	4%	3%	-2%
COc1ccc(-n2c(=O)c(-c3cn(C)c4ccccc34)nc3cncnc32)cc1	u	12%	-16%	-5%	-18%	0%	1%	0%	7%	-1%[11.4 µM]	4%[9.22 µM]
Cn1c(=O)c2c(nc(CN3CCN(C(=O)c4ccco4)CC3)n2Cc2cccc(Cl)c2)n(C)c1=O	30%	-0.5%	7%	-6%	u	-10%	5%	0%	30%	0%	0%
CN(C)Cc1c(C#N)c2ccccc2n1C	-19%	1.6%	-2%	-1%	-4%	10%	2%	-7%	-8%	3%	2%
CS(=O)(=O)N1CCC(C(=O)NCCC2=CCCCC2)CC1	8%	1.3%	6%	-3%	-17%	6%	9%	0%	-5%	0%	0%
COc1ccccc1CNc1ncncc1-c1ccccc1C	6%	-1.0%	u	-2%	-1%	4%	u	-4%	4%	0%[2.29 µM]	6%[9.22 µM]
Cc1ccc2[nH]c(=O)c(CN(CCN3CCOCC3)C(=O)Nc3ccccc3F)cc2c1	16%	x	-11%	1%	17%	-1%	-2%	-3%	15%	4%	0%
COc1ccccc1S(=O)(=O)Cc1ccc(C(=O)NCCN2CCCCCC2)o1	1%	-1.3%	u	-1%[2.3 µM]	-17%	-1%	2%	-1%	-6%	2%	x
COc1ccc2c(c1)CCCN2C(N)=O	-5%	-0.4%	5%	-1%	-18%	1%	32µM*	0%	-4%	2%	3%

This is a subset; the hit share may differ from the screen's.
